Compound activity deposited in PubChem BioAssay by several laboratories.
m-calpain inh: inhibitors of pig calpain II, primary screen, biochemical, fluorogenic peptide substrate, 1536-well; purified calpain II, 30 min; inhibition, % at 16 µM; hit rate 0.37% among 220,000; AID 1236, 2008;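 active means inhibition above about 50%, limit read from the data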
FXIa inh: human FXIa protease inhibitors, primary screen, biochemical, 1536-well | Coagulation factor XI (Homo sapiens), P03951 | purified FXIa, Boc-Glu-Ala-Arg-AMC fluorogenic substrate | inhibition, % at 5 µM | hit rate 0.14% among 220,000;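 active means inhibition of at least 40%; inactive means inhibition below 40%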;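 further: fluorescence of freed AMC excited at 355 nm; 0% = enzyme without compound and 100% = no enzyme blank; many of its hits are not listed in these tables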
Rad51 HR inh: human RAD51 strand exchange inhibitors, primary screen, biochemical, fluorescence. hRad51 DNA strand exchange, fluorescence dequenching. hit rate 0.085% among 200,000. inhibition, % at 10 µM. DNA repair protein RAD51 homolog 1 (Homo sapiens), Q06609;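 active means inhibition above 40% at the single screening dose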;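 further: 0% = DMSO control wells and 100% = blanks with heterologous ssDNA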
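Material: hRad51 filaments on single-stranded DNA; Reagent: Donor/quencher-labelled 47-bp dsDNA substrate; Compound: 10 µM final, single point; Schedule: 37 °C 15-min filament assembly, 30-min compound preincubation, 15-min exchange; Technique: FRET fluorescence, excitation 485 nm, emission 520 nm; Benchmarks: control wells and blank wells on each plate.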
Furin inh: human furin inhibitors, primary screen, biochemical, fluorescence intensity | purified furin, fluorogenic substrate cleavage | hit rate 0.061% among 220,000 | P09958 | inhibition, % at 30 µM; in the data active means inhibition above about 25%; further: inactives centre near -15
FXIIa inh 1536: human FXIIa protease inhibitors, primary screen, biochemical, 1536-well; Coagulation factor XII (Homo sapiens), P00748; purified FXIIa, Boc-QGR-AMC fluorogenic substrate, 2 h; inhibition, % at 5 µM; hit rate 0.3% among 220,000; in the data active means inhibition above about 40%;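 further: 0% = enzyme with no compound and 100% = blank without enzyme; many of its hits are not listed in these tables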
Target sequence (P00748 20-372 limits assumed): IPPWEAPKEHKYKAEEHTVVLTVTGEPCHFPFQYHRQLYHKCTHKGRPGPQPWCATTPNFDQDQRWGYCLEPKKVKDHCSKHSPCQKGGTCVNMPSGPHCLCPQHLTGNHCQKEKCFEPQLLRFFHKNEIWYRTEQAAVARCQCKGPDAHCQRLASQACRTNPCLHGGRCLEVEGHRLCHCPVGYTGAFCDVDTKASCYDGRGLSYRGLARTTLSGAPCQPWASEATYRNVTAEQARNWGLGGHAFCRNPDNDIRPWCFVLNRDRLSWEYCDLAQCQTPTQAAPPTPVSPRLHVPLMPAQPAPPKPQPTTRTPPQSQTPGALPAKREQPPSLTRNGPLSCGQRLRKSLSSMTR
Target sequence (P00748 373-615 limits assumed): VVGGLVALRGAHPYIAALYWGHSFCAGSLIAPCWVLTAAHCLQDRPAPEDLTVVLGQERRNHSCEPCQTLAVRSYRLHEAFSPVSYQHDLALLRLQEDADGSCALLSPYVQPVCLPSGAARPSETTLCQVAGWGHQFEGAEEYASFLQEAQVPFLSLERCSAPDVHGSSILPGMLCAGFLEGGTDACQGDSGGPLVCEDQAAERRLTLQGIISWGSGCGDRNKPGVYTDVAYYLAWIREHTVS
hK5 inh: human KLK5 protease inhibitors, primary screen, biochemical, 1536-well; Kallikrein-5 (Homo sapiens), Q9Y337; inhibition, % at 5 µM; AID 873, 2007; hit rate 0.59% among 210,000; recombinant hK5, fluorogenic AMC substrate cleavage;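 active means inhibition of 40% or more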;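 further: 0% = enzyme controls without compound and 100% = no-enzyme blanks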
Target sequence (Q9Y337 67-293 limits assumed): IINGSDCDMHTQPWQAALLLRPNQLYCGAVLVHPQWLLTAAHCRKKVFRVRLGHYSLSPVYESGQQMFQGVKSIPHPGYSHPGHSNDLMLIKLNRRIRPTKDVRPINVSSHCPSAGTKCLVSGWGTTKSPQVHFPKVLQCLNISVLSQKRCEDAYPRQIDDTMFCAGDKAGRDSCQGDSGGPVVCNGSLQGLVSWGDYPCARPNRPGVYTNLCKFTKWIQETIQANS
Thrombin inh: human alpha-thrombin inhibitors, primary screen, counter-screen for coagulation protease inhibitor project, biochemical, 1536-well, fluorogenic AMC substrate; hit rate 0.26% among 220,000; inhibition, % at 5 µM; Boc-VPR-AMC fluorogenic substrate cleavage; Prothrombin (Homo sapiens), P00734;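 active means inhibition at or above 40%; inactive means inhibition below 40%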;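 further: 0% = enzyme with no compound and 100% = wells without enzyme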
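System – human alpha-thrombin protein · Reagent – Boc-VPR-AMC substrate, 15 µM final · Compound – 5 µM single dose in 0.2% DMSO · Schedule – reaction at room temperature · Technique – AMC fluorescence at 355 nm excitation and 460 nm emission · Read-out basis – % inhibition relative to enzyme controls and enzyme-free blanks · Control set – no-compound enzyme wells and no-enzyme blanks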
KCC2 mod: KCC2 cotransporter modulators, thallium flux, primary screen, cell-based, HEK293 KCC2, FluoZin-2 fluorescence, MLSMR. AID 1456, 2008. Solute carrier family 12 member 5 (Homo sapiens), Q9H2X9. KCC2 cells, thallium flux FluoZin-2 fluorescence. hit rate 2.2% among 190,000. B-score of Tl+ flux slope (higher = more flux/activation; lower = inhibition) at 10 µM;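 active means thallium flux slope and its plate-corrected score both differing from the plate sample mean at a set confidence after two filtering rounds, in either direction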;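 further: slope of fluorescence scaled to starting intensity during 10 to 20 s after thallium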
PERK inhibitor: block of dimerizer-induced PERK translation repression, primary screen, PERK inhibitor project, CHO PERK-DD cells, SEAP luminescence, HTS; Eukaryotic translation initiation factor 2-alpha kinase 3 (Homo sapiens), Q9NZJ5; CHO PERK-DD fusion, SEAP luminescence translation reporter; inhibition, % at 5.6 µM; hit rate 0.17% among 220,000; AID 1416, 2008;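 active means inhibition above the mean inhibition of all tested compounds plus 3 SD, set separately per screening campaign, cut at about 2.9% in these data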;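 further: PERK kinase domain activated by AP20187 dimerizer at 100 nM; 0% = DMSO with dimerizer and 100% = rapamycin at 8.4 µM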
The depositor's hits bear a star; i = inactive; nt = no result given; [ ] = remark or other dose. Not all compounds are listed; count on the stated rates, not on these rows.

SMILES	m-calpain inh	FXIa inh	Rad51 HR inh	Furin inh	FXIIa inh 1536	hK5 inh	Thrombin inh	KCC2 mod	PERK inhibitor
Cc1cccc(-n2nnc(C(=O)NCc3ccccc3)c2N)c1	2	-1	3	-10[20 µM]	0	1	-2	0.29	-0.4
CCOc1ccc(OCC(=O)Nc2nccs2)cc1	-12	3	0	-14	10	0	nt	0.38	0.4
O=C(CSc1nc2[nH]ncc2c(=O)[nH]1)Nc1ccccc1	3	-4	nt	-26	1	6	-8	-1.5	1.4
COc1cccc(OC)c1C(=O)NC(C)c1ccccc1 (stereo not drawn)	-26	6	1	-21[20 µM]	13	-6	-1	-0.23	0.1
COCCNC(=O)/C(C#N)=C/c1ccc2c(c1)OCO2	-11	7	1	-3	22	6	-3	0.67	2.1
CS(=O)(=O)NCCNC(=O)c1cc(OCC(F)(F)F)ccc1OCC(F)(F)F	20	1	-10	-9	12	10	-3	-0.82	-0.1
Cc1onc(-c2ccccc2Cl)c1C(=O)Nc1ccc(-c2nnc3n2CCCCC3)cc1	-12	-2	-5	-13	2	0	-4	0.059	-0.8
CCOC(=O)c1c(C)oc2ccc(OC(=O)c3cccs3)cc12	26	-2	nt	-14	2	-10	-3	-0.52	-0.3
O=C(c1cnc2n(c1=O)CCS2)N1CCN(C(c2ccccc2)c2ccc(Cl)cc2)CC1 (stereo not drawn)	-22	-5	4	-6	1	-4	-7	-0.67	-0.5
Cc1ccc(CNC(=O)C(NS(=O)(=O)c2cccs2)C(C)C)cc1 (stereo not drawn)	3	0	0	-13[20 µM]	7	-7	3	-0.67	0.1
O=C(NCC1CCCO1)c1ccc(CS(=O)(=O)c2ccc(Cl)cc2)o1 (stereo not drawn)	-4	-2	2	-7[20 µM]	9	-7	-7	1.7	-1.0
Cc1noc(NC(=O)c2cccc(C(F)(F)F)c2)c1Cl	-13	-6	6	-16	-8	-19	-3	-0.74	1.2
Cc1cc(C(=O)C(C)Cl)c(C)n1Cc1ccco1 (stereo not drawn)	-55	10	-6	-12	18	3	2	-0.05	0.3
Cc1ccc(CC(=O)Nc2ccccc2-c2ccccc2)cc1C	41	-8	-3	6	-12	-7	-4	0.1	-1.1
Cc1nc(CCNC(=O)c2ccccc2)cs1	-14	6	5	-29[20 µM]	11	0	-6	0.14	0.7
O=C(COC(=O)C1c2ccccc2Oc2ccccc21)NC1CCS(=O)(=O)C1 (stereo not drawn)	12	-1	-9	-12	13	-7	0	-0.4	-1.3
COc1ccc(CCNC(=O)C2CCN(c3nccc(C)n3)CC2)cc1	-23	-8	29	-17	5	-5	4	-0.69	-0.6
CCC(C)(C)NC(=O)C(c1ccccn1)N(C(=O)c1csnn1)c1ccccc1 (stereo not drawn)	1	-4	0	-20	6	-4	-2	0.12	-0.6
O=C(Nc1ccncc1)c1ccccc1[N+](=O)[O-]	1	0	-130	-17	6	-3	-4	1.4	1.2
Cc1ccc(C)c(NC(=O)COC(=O)CC2c3ccccc3CCN2S(=O)(=O)c2ccc(F)cc2)c1 (stereo not drawn)	2	3	nt	-18	10	-12	-2	0.32	-0.2

In a second layout: results already given
The line under a structure holds: m-calpain inh | FXIa inh | Rad51 HR inh | Furin inh | FXIIa inh 1536 | hK5 inh | Thrombin inh | KCC2 mod | PERK inhibitor
- Cc1onc(-c2ccccc2Cl)c1C(=O)Nc1ccc(-c2nnc3n2CCCCC3)cc1
→ -12 | -2 | -5 | -13 | 2 | 0 | -4 | 0.059 | -0.8
- CCOC(=O)c1c(C)oc2ccc(OC(=O)c3cccs3)cc12
→ 26 | -2 | nt | -14 | 2 | -10 | -3 | -0.52 | -0.3
- O=C(c1cnc2n(c1=O)CCS2)N1CCN(C(c2ccccc2)c2ccc(Cl)cc2)CC1 (stereo not drawn)
→ -22 | -5 | 4 | -6 | 1 | -4 | -7 | -0.67 | -0.5
- Cc1ccc(CNC(=O)C(NS(=O)(=O)c2cccs2)C(C)C)cc1 (stereo not drawn)
→ 3 | 0 | 0 | -13[20 µM] | 7 | -7 | 3 | -0.67 | 0.1
- O=C(NCC1CCCO1)c1ccc(CS(=O)(=O)c2ccc(Cl)cc2)o1 (stereo not drawn)
→ -4 | -2 | 2 | -7[20 µM] | 9 | -7 | -7 | 1.7 | -1.0
- Cc1noc(NC(=O)c2cccc(C(F)(F)F)c2)c1Cl
→ -13 | -6 | 6 | -16 | -8 | -19 | -3 | -0.74 | 1.2
- Cc1cc(C(=O)C(C)Cl)c(C)n1Cc1ccco1 (stereo not drawn)
→ -55 | 10 | -6 | -12 | 18 | 3 | 2 | -0.05 | 0.3
- Cc1ccc(CC(=O)Nc2ccccc2-c2ccccc2)cc1C
→ 41 | -8 | -3 | 6 | -12 | -7 | -4 | 0.1 | -1.1
- Cc1nc(CCNC(=O)c2ccccc2)cs1
→ -14 | 6 | 5 | -29[20 µM] | 11 | 0 | -6 | 0.14 | 0.7
- O=C(COC(=O)C1c2ccccc2Oc2ccccc21)NC1CCS(=O)(=O)C1 (stereo not drawn)
→ 12 | -1 | -9 | -12 | 13 | -7 | 0 | -0.4 | -1.3
- COc1ccc(CCNC(=O)C2CCN(c3nccc(C)n3)CC2)cc1
→ -23 | -8 | 29 | -17 | 5 | -5 | 4 | -0.69 | -0.6
- CCC(C)(C)NC(=O)C(c1ccccn1)N(C(=O)c1csnn1)c1ccccc1 (stereo not drawn)
→ 1 | -4 | 0 | -20 | 6 | -4 | -2 | 0.12 | -0.6
- O=C(Nc1ccncc1)c1ccccc1[N+](=O)[O-]
→ 1 | 0 | -130 | -17 | 6 | -3 | -4 | 1.4 | 1.2

(further entries)
SMILES	m-calpain inh	FXIa inh	Rad51 HR inh	Furin inh	FXIIa inh 1536	hK5 inh	Thrombin inh	KCC2 mod	PERK inhibitor
CC(C)Oc1ccc(CNC(=O)Cn2c(=O)oc3ccccc32)cc1	2	3	-5	-15	13	-4	-2	-0.097	0.2
CCc1nc(N)c(C#N)c(-c2ccc(OC)c(OC)c2)c1C	-55	4	-3	-23[20 µM]	2	0	0	-0.0032	-1.1
CCOC(=O)CNC(=O)c1nn(-c2cccc(OC)c2)c(=O)c2ccccc12	2	-10	8	4	2	10	-7	0.62	-0.4
COC(=O)C1CCN(C(=O)c2ccc(NC(C)=O)cc2)CC1	-8	-5	-2	-34	-11	0	-12	0.53	1.0
COc1cc2c(c(OC)c1OC)-c1c(cc3c(c1OC)OCO3)C[C@H](C)[C@@](C)(O)C2	-17	-1	-5	-23	3	-3	-2	0.61	nt
CC(=O)c1ccc(NC(=O)CSCCO)cc1	-8	-5	3	-25[20 µM]	10	-20	1	nt	0.2
CC1Oc2ccccc2N(CC(=O)NCC2CCCO2)C1=O (stereo not drawn)	-3	-9	-10	-8[20 µM]	-5	-23	-4	-0.79	0.0
CN(CCOc1ccccc1)S(=O)(=O)c1ccc2oc3ccccc3c2c1	-3	3	nt	-14	-5	4	-2	nt	1.2
Cc1ccc(-n2nc3c(c2NC(=O)c2ccc(S(=O)(=O)N4CCOCC4)cc2)CSC3)c(C)c1	-90	3	-2	-16	10	-4	-4	-0.17	0.2
CCCc1cc(C(=O)Nc2ccccc2C(=O)OC)no1	-10	0	0	-16	4	-1	-5	0.73	0.2
CC1=C(C)C(=O)N(c2ccccn2)C1=O	-5	4	-1	-20	18	-9	3	nt	0.2
CCn1c(SCC(=O)C(C)(C)C)nnc1-c1ccccc1OC	10	-6	-1	-8	-5	0	-6	nt	-1.3
COc1cccc(-n2c(SCC(=O)NCc3ccco3)nnc2-c2c[nH]c3ccccc23)c1	-13	8	2	-11	16	-3	-2	-2.8	0.6
O=C(O)CCCc1c(-[n+]2ccccc2)[nH]c2ccccc12	40	5	-7	-20	7	1	-2	-0.24	0.5
COc1ccc(C2c3ccsc3CCN2C(C)=O)cc1 (stereo not drawn)	2	5	2	-12	13	1	3	-0.47	0.9
CC(=O)Nc1ccc(S(=O)(=O)N2CCN(C)CC2)cc1	-7	2	-2	-20[20 µM]	12	-5	2	nt	3.1*
CSc1nc(N(C)C)nc(N(C#N)CCOC(C)=O)n1	-26	-4	22	-42	8	-5	2	1.5	0.0
O=S(=O)(c1ccc(Cl)nc1)N(Cc1ccccc1)Cc1ccccc1	17	7	-7	-13	8	-8	1	-0.82	0.2
CCOC(=O)C1CCCN(C(=O)Cc2ccc(OC)c(OC)c2)C1 (stereo not drawn)	-41	-4	-4	-17[20 µM]	7	-1	-3	nt	-0.4
Brc1ccc(CNCc2cccs2)cc1	-13	7	nt	-6	11	-10	1	-1.3	-0.7
COc1ccc(NC(=O)c2ccccc2O)c(OC)c1	-8	-8	0	-8[20 µM]	13	-2	-2	0.18	0.7
Cc1ccc(NS(=O)(=O)c2ccc3c(c2)C(=O)c2ccccc2C3=O)c(C)c1	2	6	3	-15	9	-13	-5	0.0051	-0.7
Cc1cc(Br)ccc1SCC(=O)OCC(=O)Nc1ncc(C(F)(F)F)cc1Cl	12	1	-1	-10	4	-21	-8	0.53	0.5
O=C(NC1CCCc2c1cnn2-c1ccc(F)cc1F)c1cnccn1 (stereo not drawn)	-26	-1	15	-29	5	nt	-1	-0.22	1.5
C/C(=N\O)C(=O)NCCN(C)C	-13	5	-9	-8	3	-5	-4	1.7	0.8
Cc1ccc(Cn2ncc3c(N4CCN(CC#N)CC4)ncnc32)cc1	-17	-1	-7	-15	5	1	-5	-0.13	0.6
N#CCSc1n[nH]c2nc3c(c(=O)n12)C1(CCCC1)Cc1ccccc1-3	i	7	7	-21	15	16	-1	-3.5*	0.0
O=C(CN(Cc1ccccc1Cl)C(=O)c1ccc(CN2CCOCC2)o1)NCc1ccccc1	-35	3	4	-30	13	1	3	-1.7	0.1
CC(=O)Oc1ccc2c(=O)c(Oc3ccccc3)coc2c1OC(C)=O	0	6	0	0	8	-32	-2	-0.35	-0.1
O=S(=O)(NCCCN1CCOCC1)c1ccc2ccccc2c1	-12	-5	9	-14	5	-3	-12	1.1	0.2
CC(C)CCOc1cccc(OCC(=O)O)c1	-20	-2	0	-4	9	1	-12	-0.089	1.5
FC(F)(F)c1cccc(N2CCc3cn[nH]c32)c1	0	1	1	-12[20 µM]	11	-2	-1	-0.29	1.1
COc1ccc(/C=C/C(=O)c2cc(F)ccc2OC(=O)c2ccccc2)cc1OC	nt	nt	2	-9[20 µM]	nt	nt	nt	0.15	-0.5
O=C(Cn1c(-c2ccco2)nc2ccccc21)N1CCCCC1	-17	-5	2	-25	3	-3	-7	-0.14	0.1
